HIV fusion peptide = inhibitors of HIV fusion peptide binding, primary screen, biochemical, uHTS, fluorescence dequenching (AID 1986) | one-dose inhibition, % at 20 µM; IC50 in µM for titrated hits | 290,000 tested, 0.3% active | cell-free peptide binding, fluorescence dequenching, 30 min; higher % means a stronger effect; in the data active means inhibition mostly above about 52%, no sharp cut-off; inactive means mostly below about 76%; further: some results filed as inactive read as strong as hits
WT yeast gro inh = growth inhibition of WT strain, primary screen, mitochondrial fusion inhibitor project, WT and mutant strains, chemical genetic. inhibition, % at 10 µM. mitochondrial fusion phenotypic screen. 190,000 tested, 2.1% active; in the data active means inhibition above about 58%; tested in S. cerevisiae
Yfh1-depleted yeast = enhancers of respiration in Yfh1-depleted yeast, dose response, Friedreich's ataxia, plus single-dose screen (AID 1465); 220,000 tested, 0.074% active; S. cerevisiae Yfh1-off respiration, WST-1 reduction, 72 h; higher fold induction means a stronger effect; fold induction at 50 µM, or EC50 in µM where a hit was titrated;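 active means fold induction of absorbance versus untreated yeast above a set limit, then at least 30% activation at any dose in follow-up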;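 further: activators that raise dye reduction in frataxin-depleted yeast; strong numbers were not always called active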
Autophagy mod = autophagy modulators in MEF cells, primary screen, imaging, high-content, MEF GFP-LC3 | calls only at 10 µM (by protocol) | MEF GFP-LC3 puncta imaging; test concentration mostly 10 µM | 190,000 tested, 0.98% active;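 active means percentage of spot-positive cells more than 3 SD above its plate mean, without a fluorescence outlier flag or 80% toxicity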;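 further: spot-positive cell cutoff set from DMSO-treated cells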
MT stabilize HCS = microtubule stabilizers in HeLa cells, primary screen, imaging, high-content imaging | % tubulin-high responders, % at 10 µM | HeLa tubulin immunostaining HCS, 24 h; share of cells brighter than vehicle mean+2SD | AID 2205, 2009 | 200,000 tested, 0.83% active;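 active means plate Z-score above 3 for both tubulin-high and condensed-nucleus cell shares, with cell loss under 80%, at 10 µM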;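 further: anti alpha tubulin signal scored within the nucleus-defined area of each cell; some results filed as inactive read as strong as hits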
Insulin prom up = insulin promoter activators in MIN6 cells, imaging, high-content screening, mouse beta cells; MIN6 insulin promoter-GFP reporter; stronger effect = higher value; z-score at 5 µM; 190,000 tested, 0.3% active;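 active means z-score above 3 at 5 µM with at least 500 cells counted in the well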
AID2073 = inhibitors of Mint1-CaV2.2 protein interaction, biochemical, HTRF (AID 2073) | Voltage-dependent N-type calcium channel subunit alpha-1B (Homo sapiens) | HTRF protein-protein interaction, Mint1-CaV2.2; higher % means a stronger effect | one-dose inhibition, % at 20 µM; IC50 in µM for titrated hits | 290,000 tested, 0.19% active; in the data active means inhibition mostly above about 51%, no sharp cut-off; further: some results filed as inactive read as strong as hits
bCat nuc transl = modulators of beta-catenin nuclear translocation, primary screen, imaging, HeLa cells, immunofluorescence, high-content | nuclear translocation activity, % at 5 µM | 190,000 tested, 0.3% active | AID 1665, 2009;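 active means nuclear translocation activity above 50% at 5 µM, with a well cell count of 50 or more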;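 further: per-cell ratio of nuclear to cytoplasmic median beta-catenin stain intensity; plate controls were DMSO negative control for no effect and GSK-3 inhibitor IX positive control for full effect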
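Signal – beta-catenin immunofluorescence imaging with DAPI · Test system – human HeLa cell line · Dosing – 5 µM primary single dose, 0.1% DMSO, 0.02–20 µM confirmation series · Measure – % activation, nuclear-to-cytoplasmic median beta-catenin signal ratio per cell · Incubation – 24 h compound exposure at 37°C, 5% CO2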
Dynein cargo inh = inhibitors of GR-EGFP nuclear translocation, primary screen, dynein cargo transport inhibitor project, imaging, high-content, 3617.4 mouse cells; test concentration mostly 20 µM; stimulated with dexamethasone, 1 µM; stronger effect = lower value; z-score, hits read low; 220,000 tested, 0.47% active; AID 1381, 2008;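 active means plate z-score of nuclear minus cytoplasmic receptor signal below a set negative limit, without overly bright fluorescence or cell loss, cut at about -3.5 in these data, passing the limit was not always enough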;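 further: z-score of nuclear minus cytoplasmic ring GR-EGFP intensity difference per well; some compounds called inactive have numbers as strong as hits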
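Buffer or medium: tetracycline-free induction medium containing charcoal-stripped FBS / Reagent: dexamethasone agonist, 1.0 µM final, for 30 min / Technique: automated 10x imaging of fixed Hoechst-stained cells / Times: induction 48 h, compound 1 h, agonist 30 min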
WT yeast gro inh mutant strain = second read-out of WT yeast gro inh, no call of its own (marks repeat the call); inhibition, %; mitochondrial fusion phenotypic screen, mutant strain inhibition
Dynein cargo inh cytoplasmic EGFP = recorded beside Dynein cargo inh, whose call it bears; z-score; measured here: cytoplasmic GR-EGFP intensity; stronger effect = higher value
Dynein cargo inh nuclear GR-EGFP = second read-out of Dynein cargo inh, no call of its own (marks repeat the call); z-score; measured here: nuclear GR-EGFP intensity;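 lower value marks the stronger effect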
Dynein cargo inh cell count = also measured in Dynein cargo inh; calls as there; z-score; measured here: cell count per field
Insulin prom up cell count = second read-out of Insulin prom up, no call of its own (marks repeat the call); cell count; measured here: cytotoxicity, nuclei count;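 total cells summed across four imaged fields per well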
bCat nuc transl cell count 5 µM = recorded beside bCat nuc transl, whose call it bears; cell count; measured here: cell count, cytotoxicity flag
MT stabilize HCS Hoechst-high % = recorded beside MT stabilize HCS, whose call it bears; % Hoechst-high responders; measured here: nuclear condensation Hoechst responders;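 share of cells brighter than vehicle mean plus two SD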
MT stabilize HCS cytotoxicity % = recorded beside MT stabilize HCS, whose call it bears; toxicity, %; measured here: cytotoxicity by cell density;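 0% = mean cell density of plate MIN control wells and 100% = no cells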
Autophagy mod cell loss 18 h = also measured in Autophagy mod; calls as there; toxicity, %; measured here: cell loss, nuclei count;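 cell loss after 18 h compound exposure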
An asterisk follows results filed as active; i = inactive; / = not tested or not shown.

SMILES | HIV fusion peptide | WT yeast gro inh | WT yeast gro inh mutant strain | Yfh1-depleted yeast | Autophagy mod | Autophagy mod cell loss 18 h | MT stabilize HCS | MT stabilize HCS Hoechst-high % | MT stabilize HCS cytotoxicity % | Insulin prom up | Insulin prom up cell count | AID2073 | bCat nuc transl | bCat nuc transl cell count 5 µM | Dynein cargo inh | Dynein cargo inh cytoplasmic EGFP | Dynein cargo inh nuclear GR-EGFP | Dynein cargo inh cell count
COc1cc(-c2nnn(CC(=O)NC3CCS(=O)(=O)C3)n2)ccc1OCc1ccccc1 (stereo not drawn) | -1.9% | 5 | 12 | i | i | 30 | 5.6 | 3.2 | 6.0 | 0.29 | 1522 | 4% | -0.7 | 981 | 0.39 | -0.29 | 0.72 | -0.92
COc1cc(NC(=O)CCCSc2nc(-c3ccco3)cc(C(F)(F)F)n2)cc(OC)c1OC | 5.6% | 12 | 6 | i | i | -8 | 2.6 | 1.3 | 2.1 | / | / | 4% | -0.3 | 1055 | -0.4 | -0.28 | -0.41 | 1.3
N=C1C(c2ccccc2)=C(O)CN1c1ccccc1N1CCOCC1 | -2.5% | 10 | -1 | i | i | 30 | 2.7 | 1.6 | 10 | -0.82 | 1322 | 8% | 0.1 | 1087 | -1.1 | -0.26 | 0.061 | 0.57
C=C1C(=O)O[C@@H]2[C@H]1[C@@H](OC(=O)/C(C)=C/C)C/C(C)=C\C(=O)/C=C(\C)[C@@H]2O | 3.4% | / | / | i | / | / | / | / | / | / | / | -16% | -0.3 | 1212 | -3.3 | 1.9 | -2.4 | 0.067
O=C(NCc1ccccn1)c1cc(-c2ccc(Cl)cc2)oc1C(F)(F)F | -1.0% | / | / | i | / | / | / | / | / | 0.33 | 1051 | 0% | -1.3 | 1339 | 0.56 | -0.21 | 0.71 | -0.92
COc1cccc(N(C(=O)c2cccs2)c2nc3ccccc3s2)c1 | -1.4% | 8 | 6 | i | i | 0 | 3.9 | 2.6 | 3.0 | -0.15 | 1165 | 16% | -3.6 | 1167 | -0.14 | -0.21 | 0.094 | 0.41
COC(=O)c1sccc1NC(=O)c1cccs1 | -1.2% | / | / | i | / | / | / | / | / | 1 | 1407 | 8% | 0.0 | 1280 | -0.26 | -0.26 | -0.22 | 0.52
CC1CCCCC1NC(=O)CN1C(=O)CSc2cc(S(=O)(=O)N3CCCCCC3)ccc21 (stereo not drawn) | -1.2% | 19 | -6 | i | i | 16 | 4.4 | 3.2 | 2.2 | -0.38 | 1335 | 12% | -2.3 | 551 | 0.77 | 0.044 | 1.6 | -1.2
Cc1cc(C)n(-c2nc3c(c(=O)[nH]c(=O)n3C)n2CC(O)COc2ccccc2)n1 (stereo not drawn) | 3.7% | 8 | 11 | i | i | -4 | 3.9 | 2.3 | 6.1 | -0.2 | 1330 | 4% | -0.4 | 1368 | -0.22 | -0.12 | 0.25 | 0.42
CCOC(=O)c1ccccc1NC(=O)c1cccc2c1C(=O)N(C1CCN(C(=O)OCC)CC1)C2 | 16% | 3 | 3 | i | i | 10 | 1.4 | 3.7 | 4.0 | -0.9 | 987 | 1% | / | / | 0.096 | -0.27 | 0.19 | 0.36
O=c1c2ccccc2ncn1-c1ccc(Cl)c(Cl)c1 | 0.7% | -3 | 20 | i | i | -10 | 4.1 | 2.5 | 3.9 | 0.42 | 1169 | 3% | 1.5 | 1213 | -0.57 | -0.27 | -0.26 | 0.93
CC1(C)CC(=O)C2=C(C1)Nc1[nH]n(-c3ccccc3)c(=O)c1C2c1ccc2c(c1)OCO2 (stereo not drawn) | 3.8% | 28 | 29 | i | i | -5 | 3.1 | 1.9 | 2.0 | -0.33 | 1242 | -10% | -3.0 | 1119 | -1 | -0.24 | -0.68 | 0.99
CCc1cc(C)cc(OCCNC(=O)c2cncc(Br)c2)c1 | 1.1% | 12 | 10 | i | i | 4 | 1.6 | 1.1 | 6.6 | / | / | 4% | / | / | 2.4 | 0.16 | 2 | -1.5
CCOC(=O)/C(C#N)=C/c1ccc(N2CCN(C)CC2)cc1 | 7.2% | -20 | 3 | i | i | 3 | 3.1 | 1.9 | 7.0 | 1.2 | 1613 | 7% | -0.6 | 1119 | -0.087 | -0.0058 | 0.03 | 0.13
Cc1cc(NC(=O)CCCC(=O)Nc2ccc(F)cc2)no1 | 1.1% | 5 | 11 | i | i | -5 | 2.4 | 0.6 | 14 | -0.16 | 2066 | -3% | -1.0 | 1067 | 0.85 | -0.23 | 0.74 | 0.96
COc1ccc(OC(C)C(=O)N2CCCc3ccccc32)cc1 (stereo not drawn) | 1.5% | 8 | 7 | i | i | 20 | 2.3 | 2.8 | 9.7 | -0.09 | 1478 | 0% | 0.4 | 1459 | 1.7 | -0.3 | 1 | -1.5
COC(=O)CC(c1ccc(F)cc1)n1c(C)ccc1C (stereo not drawn) | -0.5% | -3 | 9 | i | i | -21 | 1.8 | 1.7 | 3.6 | -0.47 | 1554 | -9% | -0.4 | 948 | 0.53 | -0.23 | 0.19 | -0.78
CS(=O)(=O)N1CCCC(C(=O)NCCN2CCC(Cc3ccccc3)CC2)C1 (stereo not drawn) | 1.0% | -6 | -12 | i | i | 0 | 2.7 | 3.6 | 5.4 | -0.28 | 1894 | 22% | 0.9 | 1078 | -0.25 | -0.17 | 0.12 | 0.65
CCOC(=O)N1CCC2(CC1)C(C#N)=C(N)Oc1n[nH]c(CSc3ccc(C)cc3)c12 | -0.8% | 5 | 9 | i | i | 1 | 4.2 | 2.7 | 4.1 | / | / | 1% | -2.9 | 1305 | 0.6 | -0.18 | 0.47 | -0.5
N#Cc1c(/N=C/c2ccco2)sc2c1CCC2 | 4.5% | 6 | 2 | i | i | 8 | 3.3 | 1.5 | 7.4 | -0.3 | 1207 | -9% | 0.1 | 429 | 1.1 | -0.072 | -0.14 | 0.26
Cc1ccc(NC(=O)COC(=O)c2cc(Cl)ccc2[N+](=O)[O-])c(C)c1 | -1.7% | -13 | -12 | i | i | -19 | 0.9 | 1.8 | 7.0 | 0.31 | 1284 | -5% | -0.7 | 547 | -0.92 | -0.29 | -0.83 | 0.92
C=CCn1c(C)cc(C(=O)CSc2nc(N)cc(N)n2)c1C | 0.7% | -2 | 4 | i | i | 4 | 3.3 | 3.6 | 12 | -0.28 | 1271 | 4% | -2.4 | 1124 | 0.8 | -0.31 | 0.91 | -0.2
N#Cc1c(-n2cccc2C=O)sc2c1CCCC2 | 1.2% | 12 | 1 | i | i | -2 | 2.7 | 1.3 | 2.2 | -0.51 | 1175 | 2% | -0.1 | 1009 | 1.4 | -0.28 | 0.73 | -0.56
COc1ccc(-c2csc(NC(=O)c3ccc(OCC(=O)N4CCOCC4)c(OC)c3)n2)cc1OC | 1.5% | -13 | -18 | i | i | -13 | 4.1 | 3.5 | 8.1 | -1.2 | 1274 | -15% | / | / | 1.6 | -0.19 | 0.46 | -1.3
CCNC(=O)CSc1ncnc2sccc12 | -2.3% | 7 | 16 | i | i | 19 | 1.5 | 1.1 | 4.9 | -0.48 | 959 | 5% | / | / | -1.2 | -0.27 | -0.51 | 0.18
Cc1ccc(CNCc2cccnc2)cc1 | 2.8% | -20 | 26 | i | i | -4 | 3.9 | 2.0 | 0.7 | -0.13 | 931 | 11% | -3.1 | 1165 | -0.36 | -0.26 | 0.057 | 0.65
CCOc1ccc(-n2nnc3c(=O)n(CC(=O)Nc4cc(C)on4)cnc32)cc1 | 0.7% | / | / | i | / | / | / | / | / | / | / | 13% | 1.3 | 1330 | 1.8 | -0.12 | 2.3 | -2.8
COc1ccccc1NS(=O)(=O)c1cc(NC(=O)Nc2ccc(Cl)cc2Cl)ccc1N1CCCCC1 | -1.2% | 14 | 7 | i | i | 1 | 1.7 | 3.3 | 7.2 | -2.6 | 808 | 4% | / | / | 0.18 | -0.29 | -0.34 | -0.22
S=c1[nH]cc(-c2ccccc2)n1-c1cccc(Cl)c1 | 0.4% | -18 | 7 | i | i | 1 | 3.2 | 2.1 | 9.5 | -0.02 | 1337 | -2% | -0.2 | 978 | 0.73 | -0.091 | 0.45 | 0.16
Cc1cc(C)nc(NC2=NCCN2C(=O)NC2CCCCC2)n1 | -1.9% | -5 | -8 | i | i | 10 | 3.5 | 2.0 | 7.2 | -0.59 | 1357 | -1% | 0.7 | 1100 | 2 | -0.28 | -0.1 | -0.28

One compound at a time (already shown). Order of values: HIV fusion peptide	WT yeast gro inh	WT yeast gro inh mutant strain	Yfh1-depleted yeast	Autophagy mod	Autophagy mod cell loss 18 h	MT stabilize HCS	MT stabilize HCS Hoechst-high %	MT stabilize HCS cytotoxicity %	Insulin prom up	Insulin prom up cell count	AID2073	bCat nuc transl	bCat nuc transl cell count 5 µM	Dynein cargo inh	Dynein cargo inh cytoplasmic EGFP	Dynein cargo inh nuclear GR-EGFP	Dynein cargo inh cell count
Cc1cc(C)nc(NC2=NCCN2C(=O)NC2CCCCC2)n1 as listed: -1.9%	-5	-8	i	i	10	3.5	2.0	7.2	-0.59	1357	-1%	0.7	1100	2	-0.28	-0.1	-0.28
CCNC(=O)CSc1ncnc2sccc12 as listed: -2.3%	7	16	i	i	19	1.5	1.1	4.9	-0.48	959	5%	/	/	-1.2	-0.27	-0.51	0.18
Cc1ccc(NC(=O)COC(=O)c2cc(Cl)ccc2[N+](=O)[O-])c(C)c1 as listed: -1.7%	-13	-12	i	i	-19	0.9	1.8	7.0	0.31	1284	-5%	-0.7	547	-0.92	-0.29	-0.83	0.92

Bioassay records: PubChem, several laboratories
